Screens as filed in PubChem BioAssay.
JMJD2C inh: inhibitors of human GASC-1 (JMJD2C) demethylase; Q9H3R0; GST-JMJD2C(1-420) H3K9me3 demethylation, DELFIA europium; inhibition, % at 2.35 µM; actives 0.069% (n = 330,000);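 active = more than half of a compound's replicate wells show inhibition beyond 50%, single wells judged on their own value; inconclusive = some, but no more than half, of replicates pass 50% inhibition; inactive = no replicate passes 50% inhibition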;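 also: signal counts dimethyl H3K9 product captured on neutravidin plate; 0% = median of DMSO wells and 100% = 0.3 times that DMSO median; strong numbers were not always called active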
Target sequence (Q9H3R0 1-420 limits assumed): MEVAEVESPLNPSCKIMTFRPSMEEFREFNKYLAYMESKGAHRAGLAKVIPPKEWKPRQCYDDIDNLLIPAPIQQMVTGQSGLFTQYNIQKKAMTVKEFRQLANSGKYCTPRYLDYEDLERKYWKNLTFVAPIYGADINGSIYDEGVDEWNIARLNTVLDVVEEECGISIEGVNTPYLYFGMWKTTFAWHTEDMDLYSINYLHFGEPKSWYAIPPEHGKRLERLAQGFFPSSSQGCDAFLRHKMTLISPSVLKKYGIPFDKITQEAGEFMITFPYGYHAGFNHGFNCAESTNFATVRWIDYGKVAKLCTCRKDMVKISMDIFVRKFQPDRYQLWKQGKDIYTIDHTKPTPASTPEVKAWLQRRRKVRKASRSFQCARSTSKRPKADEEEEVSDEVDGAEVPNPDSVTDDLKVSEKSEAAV
PP5 primary: PP5 (human) phosphatase inhibition; P53041; purified PP5c, OMFP substrate fluorescence; actives 0.18% (n = 320,000); AID 1987; inhibition, % at 6.7 µM;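 active = inhibition above the campaign's mean inhibition across all tested compounds plus 3 SD, cut at about 9.5% in these data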;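 also: 0% = DMSO only and 100% = 100 µM cantharidin control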
HCV core dimer: blocks dimerization of HCV core protein; TR-FRET GST/Flag-core106 dimerization, 1536-well; inhibition, % at 5 µM; AID 1899; actives 0.33% (n = 300,000);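 active = inhibition above the mean of all tested compounds plus 3 SD, set per screening campaign, cut at about 45% in these data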
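System – GST-tagged and Flag-tagged HCV core protein residues 1-106 · Repeats – one well for each compound · Technique – TR-FRET 671 and 617 nm emission · Doses – one concentration, 5 µM, in 0.5% DMSO · Times – 4 h, 22.5 °C incubation · Also added – Eu donor and XL665 acceptor anti-tag antibodies · Measure – percent inhibition of core106 dimerization signal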
PP1 counter: PP1-alpha (human) inhibition in PP5 counter-screen | P62136 | purified PP1alpha, OMFP fluorescence | inhibition, % at 6.7 µM | actives 0.9% (n = 320,000);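 active = inhibition above the mean inhibition of all tested compounds plus 3 SD, computed separately for each screening campaign, cut at about 15% in these data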
Target sequence (P62136 whole entry, looked up): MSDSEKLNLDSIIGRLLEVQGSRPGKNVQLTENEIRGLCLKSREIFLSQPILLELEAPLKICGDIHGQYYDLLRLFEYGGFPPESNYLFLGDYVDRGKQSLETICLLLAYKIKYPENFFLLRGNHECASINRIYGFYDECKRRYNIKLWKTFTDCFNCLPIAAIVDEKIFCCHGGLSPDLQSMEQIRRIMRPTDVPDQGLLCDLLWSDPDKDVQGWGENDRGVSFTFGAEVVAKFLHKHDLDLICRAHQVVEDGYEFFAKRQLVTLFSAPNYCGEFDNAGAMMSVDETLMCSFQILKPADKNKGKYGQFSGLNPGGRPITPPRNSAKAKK
VLA-4 inh: inhibition in a human VLA-4 binding assay. P13612. VLA-4 expressing cells, ligand binding flow cytometry. actives 0.2% (n = 330,000). inhibition, % (about 7 µM as worked out from the volumes in the protocol); in the data active = inhibition above about 50%
Fh CTSL1 inh: counter-screen for PFM18AAP inhibitors: inhibitors of F. hepatica cathepsin L1. recombinant F. hepatica cathepsin L1, Z-Leu-Arg-MCA fluorescence. inhibition, % at 5.96 µM. actives 0.49% (n = 300,000);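 active = inhibition above the mean of all tested compounds plus 3 SD, set per screening campaign, cut at about 17% in these data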;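 also: 0% = plate median of test compound wells and 100% = 1 µM Z-Phe-Ala-diazomethylketone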
procasp7 counter: counter-screen: procaspase-7 (human) activation; recombinant procaspase-7, Ac-DEVD-pNA absorbance 405 nm; D23A/D198A/D206A triple mutant, cannot self-cleave; scale: DMSO 0, 5 µM enzyme 100; activation, % at 8.5 µM; actives 0.093% (n = 330,000); AID 463210;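 active = percent activation above the screen-wide mean plus 3 SD, cut at about 25% in these data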
Target sequence (P55210 whole entry D23A/D198A/D206A): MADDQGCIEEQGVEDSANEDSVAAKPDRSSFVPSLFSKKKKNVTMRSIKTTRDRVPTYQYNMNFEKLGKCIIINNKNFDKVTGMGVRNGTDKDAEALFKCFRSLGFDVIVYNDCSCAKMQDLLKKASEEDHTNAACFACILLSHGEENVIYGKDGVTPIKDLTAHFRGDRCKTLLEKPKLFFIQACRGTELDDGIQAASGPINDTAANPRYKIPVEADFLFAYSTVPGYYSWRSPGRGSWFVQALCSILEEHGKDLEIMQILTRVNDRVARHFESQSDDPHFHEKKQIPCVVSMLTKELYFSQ
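Assay system – Uncleavable procaspase-7 mutant enzyme · Quantity – 2 µM procaspase-7 mutant as dispensed · Times – 1 h preincubation, 2 h reaction · Dosing – single nominal 8.5 µM compound dose, 0.8% DMSO final · Buffer or medium – Zinc-free 50 mM HEPES buffer, pH 7.4, with NaCl and Triton X-100 · Detection – Epi-absorbance of released pNA at 405 nm, two timepoints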
GRK2 inh: inhibitors of human GRK2 displacing RNA aptamer. P25098. bead flow cytometry, FAM-aptamer displacement from GRK2. inhibition of aptamer binding, % at 10 µM. actives 0.59% (n = 330,000). AID 488847;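 active = inhibition of aptamer binding above 40%, roughly 3 SD of noise, on plates passing a quality check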;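 also: median bead fluorescence of bound FAM aptamer so fluorescent compounds give negative values; no value below 0 was filed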
procasp3 activ: activates human procaspase-3 | activation, % at 8.5 µM | recombinant procaspase-3 D3A, Ac-DEVD-pNA absorbance 405 nm | actives 0.11% (n = 330,000) | AID 463141 | P42574;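 active = activation above the mean of all tested compounds plus 3 SD, cut at about 21% in these data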;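 also: 0% = DMSO alone and 100% = DMSO wells spiked with extra 5 µM PC-3 D3A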
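assay system = Procaspase-3 D3A mutant | signal = absorbance at 405 nm, 0 and 120 min | times = 1 h preincubation plus 2 h reaction at 25 °C | repeats = single replicate | read-out = % activation between DMSO and enzyme-spiked controls | medium = Zinc-free HEPES saline buffer with Triton X-100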
* = called active by the depositor; ? = inconclusive; nt = no result given.

SMILES | JMJD2C inh | PP5 primary | HCV core dimer | PP1 counter | VLA-4 inh | Fh CTSL1 inh | procasp7 counter | GRK2 inh | procasp3 activ
O=C(CN(Cc1ccccc1)C1=NCCS1)c1ccccc1 | 7.7 | 2.4 | 2.8 | -0.9 | 8.5 | 0.1 | -1.2 | 1.0 | 15.2
CCOc1ccccc1NC(=O)CNC(=O)N1CC(=O)Nc2ccccc21 | ? | -0.2 | -7.1 | -0.3 | 0.3 | 3.2 | -5.5 | 3.0 | 3.0
CCCc1nc2c(nnn2Cc2ccccc2F)c(=O)[nH]1 | -4.8 | 1.0 | 7.5 | -4.0 | 1.1 | 2.4 | 3.9 | 0.0 | -7.1
Cc1ccc(-c2nc(C#N)c(N3CCC(C)CC3)o2)cc1 | 3.5 | 0.6 | 1.6 | -0.9 | -0.7 | 1.3 | 10.4 | 0.0 | 5.6
CCCN(C(=O)Cc1ccc(S(=O)(=O)N2CCOCC2)s1)c1c(N)n(Cc2ccccc2)c(=O)[nH]c1=O | 34.5 | 0.6 | 18.9 | 2.9 | -1.9 | -0.9 | -1.8 | 3.0 | 2.7
COc1cc2sc(-c3ccc(S(C)(=O)=O)cc3)c(C(=O)NCCCCO)c2cc1OC | 0.4 | nt | nt | nt | 12.6 | nt | 3.4 | 1.0 | 0.1
CCc1ccc(NC(=O)C(=O)NCC(O)c2ccccc2)cc1 (centres undefined) | -2.2 | -1.2 | 1.4 | -1.0 | 7.4 | -3.3 | 0.4 | 0.0 | 6.2
CCOC(=O)c1oc2ccccc2c1COC(=O)C(C)NC(=O)c1ccco1 (centres undefined) | 30.2 | 1.7 | nt | -0.1 | 7.3 | nt | -1.3 | 4.0 | -3.8
COc1ccccc1CNC(=O)COn1nnc2ccc(S(=O)(=O)N3CCOCC3)cc21 | 3.0 | -1.7 | 3.7 | -2.6 | 1.0 | 4.8 | 3.5 | 3.0 | 11.5
O=C(CNCc1ccccc1)Nc1ccc(Cl)cc1 | -1.2 | 1.1 | -9.2 | 0.3 | 2.8 | -4.5 | -0.5 | 0.0 | 3.3
C[C@H](CO)N1C[C@H](C)[C@@H](CN(C)S(=O)(=O)c2ccc(F)cc2)Oc2ccc(NC(=O)Cc3ccccc3)cc2C1=O | 1.1 | nt | nt | nt | -8.2 | nt | 3.4 | 1.0 | -2.1
Cc1ccc(S(=O)(=O)C(CNC(=O)C(C)C)c2cccs2)cc1 (centres undefined) | -1.5 | 1.0 | -1.6 | 3.6 | -7.3 | -0.8 | 2.8 | 1.0 | 7.7
Cc1ccc(Nc2nc(Cl)c(C=O)s2)cc1 | 6.7 | 1.7 | 14.7 | 4.3 | -85.6 | -1.0 | 2.7 | 0.0 | -0.8
CC(=O)C1=C(c2ccccc2)NC(=S)NC1c1cc(Cl)c(OC(C)C)c(Cl)c1 (centres undefined) | -12.4 | 3.9 | 2.3 | 9.3 | 34.2 | 1.9 | -5.0 | 0.0 | -12.1
O=C(CSC1CS(=O)(=O)c2cc([N+](=O)[O-])ccc21)NNC(=O)c1ccccc1 (centres undefined) | -22.9 | 0.9 | 2.4 | -0.9 | 0.0 | -4.1 | -1.9 | 0.0 | -0.7
Cc1c(/C=N/NC(=O)c2cccs2)c2ccccc2n1Cc1ccccc1Cl | -5.5 | 0.1 | 9.5 | -3.5 | 1.4 | 4.9 | -6.3 | 3.0 | 2.5
CCN(CC)CCOc1c(C)cccc1Cl | -4.5 | 0.5 | 0.0 | -1.9 | -2.2 | 1.7 | -8.6 | 1.0 | -3.9
O=c1c2ccccc2oc2cc(-c3ccc4[nH]ccc4c3)ccc12 | 7.4 | 3.9 | -4.4 | 3.3 | nt | 4.9 | -6.2 | nt | 2.6
CC(=O)NC(Cc1cccc(F)c1)C(=O)NC1CCN(C(=O)c2ccc(C)cc2)CC1 (centres undefined) | -23.1 | 1.1 | -4.6 | -1.6 | 2.6 | -2.2 | -3.9 | 1.0 | 3.2
NS(=O)(=O)c1ccc(CCNC(=O)Nc2ccc(Cl)cc2)cc1 | -3.5 | 3.1 | 3.7 | -1.0 | 8.1 | -1.3 | -1.4 | 1.0 | -1.1

Entries from the list above containing a thiophene ring, fused or not:
SMILES | JMJD2C inh | PP5 primary | HCV core dimer | PP1 counter | VLA-4 inh | Fh CTSL1 inh | procasp7 counter | GRK2 inh | procasp3 activ
CCCN(C(=O)Cc1ccc(S(=O)(=O)N2CCOCC2)s1)c1c(N)n(Cc2ccccc2)c(=O)[nH]c1=O | 34.5 | 0.6 | 18.9 | 2.9 | -1.9 | -0.9 | -1.8 | 3.0 | 2.7
COc1cc2sc(-c3ccc(S(C)(=O)=O)cc3)c(C(=O)NCCCCO)c2cc1OC | 0.4 | nt | nt | nt | 12.6 | nt | 3.4 | 1.0 | 0.1
Cc1ccc(S(=O)(=O)C(CNC(=O)C(C)C)c2cccs2)cc1 (centres undefined) | -1.5 | 1.0 | -1.6 | 3.6 | -7.3 | -0.8 | 2.8 | 1.0 | 7.7
Cc1c(/C=N/NC(=O)c2cccs2)c2ccccc2n1Cc1ccccc1Cl | -5.5 | 0.1 | 9.5 | -3.5 | 1.4 | 4.9 | -6.3 | 3.0 | 2.5

The listing continues.
SMILES | JMJD2C inh | PP5 primary | HCV core dimer | PP1 counter | VLA-4 inh | Fh CTSL1 inh | procasp7 counter | GRK2 inh | procasp3 activ
Cc1ccccc1SCC(=O)NNC(=O)c1ccncc1 | -7.9 | -0.5 | nt | -4.5 | 17.0 | nt | 7.1 | 5.0 | -11.2
Cc1noc(C)c1CSCC(=O)Nc1cc(S(=O)(=O)N2CCCCC2)ccc1OC(C)C | -0.3 | 1.7 | 6.5 | -0.8 | 4.7 | -13.3 | -1.0 | 1.0 | 1.9
Cc1ccc(C(=O)Nc2nc3ccccc3s2)s1 | 2.8 | 2.1 | 3.1 | -0.3 | -11.7 | 3.3 | 3.1 | 1.0 | 2.8
COCCNC(=O)C(c1ccco1)N(C(=O)Cn1nnc2ccccc21)c1cc(C)ccc1C (centres undefined) | -13.0 | -1.5 | 3.5 | -4.0 | -13.6 | 0.8 | -1.2 | 4.0 | 7.2
CCCCC/C=C/C1=CC(=O)C[C@H](c2ccc3c(c2)OCO3)C1 | -6.1 | 3.2 | nt | 0.6 | 14.5 | nt | 8.0 | 0.0 | 5.7
O=C(Nc1ccccc1)Nc1ccccc1NS(=O)(=O)c1cccs1 | 5.5 | -0.7 | -7.1 | -1.3 | 2.0 | 0.6 | 1.2 | 0.0 | -3.4
CNC(=S)N(C)/N=C1/C(=O)N(Cc2c(Cl)cccc2Cl)c2ccccc21 | 4.6 | 2.5 | nt | 4.2 | 19.8 | nt | -13.4 | 1.0 | -14.9
COc1cc(/C=C/C(=O)OC[C@H]2O[C@H](OC3(CO)OC(CO)C(O)C3O)[C@H](O)[C@@H](O)[C@@H]2O)ccc1O (some centres undefined) | nt | nt | nt | nt | -14.7 | nt | 0.7 | 0.0 | -6.2
CCOC(=O)/C(C#N)=C\c1ccco1 | 66.1 | 1.2 | 8.0 | 0.3 | 7.7 | 1.3 | 7.1 | 4.0 | -3.3
CC(=O)c1c(C(C)=O)c(C)n(-c2ccc(N)c(C)c2)c1C | -5.3 | -0.2 | -5.4 | -3.9 | -0.6 | -3.2 | -0.2 | 0.0 | 2.2
Cc1ccc(C(=O)NCC(=O)NCC(c2cccs2)N2CCOCC2)cc1C (centres undefined) | 2.0 | 1.3 | 4.2 | -4.3 | 3.0 | 1.1 | 1.6 | 0.0 | 8.7
CC(=O)Oc1ccc2c(c1)cc(C)n2C | 1.4 | -1.1 | -0.2 | 3.1 | -4.8 | -27.1 | 11.6 | 1.0 | -1.1
CCOc1ccc(CN(C(=O)c2cc(=O)c3cc(C)cc(C)c3o2)C2CCS(=O)(=O)C2)cc1 (centres undefined) | 0.6 | 3.5 | -11.9 | -0.5 | 10.9 | -2.4 | 0.0 | 2.0 | 14.3
O=C(c1c(F)cccc1F)N1CCCC(c2nc(-c3ccc(F)cc3)no2)C1 (centres undefined) | -0.2 | 1.2 | -4.6 | 3.9 | 0.0 | -2.3 | 1.4 | 3.0 | -2.1
Cc1ccc(C)c(OCCn2c(=O)c3c(ncn3C3CCCC3)n(Cc3ccccc3)c2=O)c1 | 1.8 | -0.9 | 12.9 | -1.9 | 1.6 | 1.8 | 14.2 | 0.0 | 2.1
COc1cc(S(=O)(=O)N2CCN(Cc3ccc4c(c3)OCO4)CC2)ccc1NC(C)=O | -3.4 | nt | nt | nt | 11.0 | nt | -4.5 | 0.0 | 3.7
Cc1cccc(C)c1NC(=O)COC(=O)CCC(=O)c1cccs1 | 119.3 | -0.1 | -3.3 | 0.9 | 16.0 | -53.5 | -0.9 | 0.0 | 2.4
O=C(NCC(=O)N(Cc1cccs1)C(C(=O)NC1CCCCC1)c1ccncc1)c1ccco1 (centres undefined) | 4.5 | 1.1 | 3.0 | -0.7 | -20.5 | -1.9 | 1.2 | 2.0 | -0.6
COc1ccccc1NC(=S)N1CCN(c2nc(-c3ccccc3)cs2)CC1 | -5.2 | -0.5 | 3.0 | -4.2 | 0.0 | 2.8 | -10.7 | 0.0 | -0.3
O=[N+]([O-])c1ccc(N=Nc2ccc(O)cc2O)cc1 | -8.8 | 1.8 | -7.7 | 1.7 | -5.7 | 11.6 | 1.4 | 0.0 | 6.0
COc1cc(NC(=O)CN2C(=O)COc3ccc(S(=O)(=O)N4CCOCC4)cc32)cc(OC)c1 | 0.3 | 2.5 | -0.8 | 2.3 | -4.9 | -2.5 | 1.0 | 0.0 | 3.1
Cc1cc2ccccc2c(=O)n1CC(=O)Nc1ccc2c(c1)OCO2 | 2.2 | 1.7 | 1.5 | -1.9 | 4.8 | -3.4 | 16.1 | 4.0 | -0.5
CCOc1cc(N2CCOCC2)c(OCC)cc1NC(=O)CSc1ncn[nH]1 | -5.9 | 2.2 | -6.0 | -1.3 | 8.6 | -1.9 | -6.6 | 14.0 | 4.0
Cc1cccc(N(Cc2cc3ccccc3[nH]c2=O)C(=O)c2cccs2)c1 | -8.9 | 3.0 | 7.0 | 2.7 | -3.4 | 3.6 | -5.3 | 0.0 | -5.8
COc1cc(C)c(C(N)=O)c(OC)n1 | -4.1 | 2.3 | 5.1 | 3.2 | 3.5 | -1.4 | -5.8 | 0.0 | -9.3
O=c1c2ccccc2sc2ccc(C#CC3(O)CCCCC3)cc12 | 2.7 | 4.0 | 4.0 | 1.6 | 6.3 | 2.2 | -7.6 | 0.0 | 1.9
CC(CC(=O)Nc1cc(S(=O)(=O)N2CCOCC2)ccc1OCC(F)(F)F)c1ccccc1 (centres undefined) | 0.3 | 1.7 | nt | -1.9 | 5.7 | nt | 1.8 | 0.0 | 5.5
CCC(CC)C(=O)OCC(=O)Nc1ccc(S(=O)(=O)N2CCOCC2)cc1OC | 8.9 | 1.8 | 1.1 | -5.7 | 2.6 | -13.5 | -19.2 | 51.0* | 3.6
COC(=O)CC1C(=O)NCCN1C(=O)NC1CCCCC1 (centres undefined) | 71.3 | 1.4 | -0.2 | -1.4 | -3.6 | 1.0 | 2.1 | 1.0 | 3.2
